KCNQ2 block = KCNQ2 potassium channel inhibitors, primary screen, cell-based, CHO-K1, FluxOR thallium flux, B-score (AID 2156) | B-score at 10 µM | actives 1.1% (n = 310,000) | 20 min; active compounds read low;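 active means fluorescence ratio B-score at most minus 3 library SDs, with starting brightness B-score within 2 library SDs, cut at about -5.5 in these data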
STK33 inh = blocks human STK33 kinase activity; AID 2661; inhibition, % at 10 µM; purified STK33, MBP phosphorylation, ADP-Glo luminescence; actives 0.073% (n = 320,000);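 active means inhibition at or above 25%, using the most active replicate where run in duplicate; inactive means inhibition below 25%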
Target sequence (Q9BYT3 whole entry, looked up): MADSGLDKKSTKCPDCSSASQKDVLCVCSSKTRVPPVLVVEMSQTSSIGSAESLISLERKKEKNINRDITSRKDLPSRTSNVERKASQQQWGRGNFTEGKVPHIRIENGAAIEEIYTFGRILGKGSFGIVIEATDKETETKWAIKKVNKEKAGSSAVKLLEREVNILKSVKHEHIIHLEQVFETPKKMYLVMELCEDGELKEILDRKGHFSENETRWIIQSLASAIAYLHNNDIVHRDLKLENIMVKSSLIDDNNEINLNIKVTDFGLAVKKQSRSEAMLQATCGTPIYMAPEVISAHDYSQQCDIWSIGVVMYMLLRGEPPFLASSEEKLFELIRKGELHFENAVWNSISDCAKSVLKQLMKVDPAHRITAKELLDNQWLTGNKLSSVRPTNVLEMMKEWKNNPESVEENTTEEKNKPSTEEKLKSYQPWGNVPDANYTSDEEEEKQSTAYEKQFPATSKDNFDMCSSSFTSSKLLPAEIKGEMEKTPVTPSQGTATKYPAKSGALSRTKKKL
Kir21 inh = blocks the mouse Kir2.1 inward-rectifier potassium channel | B-score at 10 µM | actives 0.85% (n = 310,000) | P35561 | HEK293-Kir2.1, FluxOR thallium flux fluorescence; active compounds read low;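 active means fluorescence ratio B-score at or below minus 3 SD of library scores, with starting-brightness B-score within 2 SD, cut at about -4.2 in these data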;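 further: channel flux triggered by added potassium and thallium sulfate stimulus; B-score of peak minus minimum fluorescence over baseline after thallium stimulus; more negative B-score means stronger Kir2.1 block with less thallium influx; some compounds called inactive have numbers as strong as hits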
Target sequence (P35561 whole entry, looked up): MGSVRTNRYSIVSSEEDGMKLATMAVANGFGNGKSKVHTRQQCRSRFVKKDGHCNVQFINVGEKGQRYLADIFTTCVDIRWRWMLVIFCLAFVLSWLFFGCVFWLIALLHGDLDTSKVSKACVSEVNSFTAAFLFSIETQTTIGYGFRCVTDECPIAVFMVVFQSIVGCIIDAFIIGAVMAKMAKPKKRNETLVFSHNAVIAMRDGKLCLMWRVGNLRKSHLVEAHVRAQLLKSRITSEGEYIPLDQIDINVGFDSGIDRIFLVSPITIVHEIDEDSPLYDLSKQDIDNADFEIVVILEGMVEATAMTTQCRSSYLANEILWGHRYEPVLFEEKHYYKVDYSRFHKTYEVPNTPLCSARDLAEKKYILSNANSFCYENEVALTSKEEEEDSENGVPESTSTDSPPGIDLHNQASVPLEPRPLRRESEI
Active calls of the source: *; i = inactive; / = no result given. Rows were taken by chance; about 1.9% have a hit in one of these screens.

SMILES	KCNQ2 block	STK33 inh	Kir21 inh
CC(=O)Nc1nc(C)c(Oc2cccc(C(F)(F)F)c2)c(=O)[nH]1	i	-2.9	1.9
CS(=O)(=O)Nc1cccc(C2=NN(C(=O)c3ccccc3)C(c3cccs3)C2)c1 (configuration not stated)	i	0.8	-0.37
CSCC[C@H](N)C(=O)NC[C@H]1CC[C@H](C(=O)N[C@@H](Cc2ccccc2)C(=O)O)CC1	i	0.0	-0.57
COC1CCCN(Cc2cn(C)nc2-c2ccc(Oc3ccccc3)cc2)C1 (configuration not stated)	i	-1.4	-0.16
Cc1cc(C)nc(Nc2ccc(Cl)cc2C)n1	i	0.3	-0.02
COc1ccccc1C1NC(=O)NC(C)=C1C(=O)OCc1ccccc1 (configuration not stated)	i	1.1	-1.2
COc1ccc2cc(C(=O)N3CCCC(Nc4ccc(F)cc4)C3)n(C)c2c1 (configuration not stated)	i	-0.6	-4.9*
COc1ccccc1CN1CCCCCC1	i	/	-0.86
COc1ccc2c(c1)CC/C(=C/c1cc(OC)c(OC)c(OC)c1)C2=O	i	0.5	0.31
O=C1NC(Nc2nc3ccccc3s2)(C(F)(F)F)C(=O)N1C1CCCCC1 (configuration not stated)	i	0.8	0.21
O=C(COc1ccccc1)N=C1SC2CS(=O)(=O)CC2N1c1ccccc1F (configuration not stated)	i	0.3	0.39
Cc1ccc(CNC(=O)c2ccc(Cn3nc(C)c(Cl)c3C)o2)cc1	i	0.5	-9*
C=CCn1c2ccccc2c2nnc(SCC(=O)NC(C(=O)OC)C(C)C)nc21 (configuration not stated)	i	-0.6	0.54
CC1CCc2c(sc3ncnc(SCC(=O)Nc4ccc(C(=O)O)cc4)c23)C1 (configuration not stated)	i	0.3	0.02
COc1ccccc1N1CCN(C(=O)CCC(=O)Nc2nnc(C(C)C)s2)CC1	i	-1.2	0.55
C[C@H]1C=C(C(=O)N2CCN(Cc3ccc4c(c3)OCO4)CC2)O[C@@H](OCc2ccc(CO)cc2)C1	i	-1.9	-0.02
O=C1c2ccccc2C(=O)N1CCc1nc(-c2ccccn2)no1	i	-0.5	-0.56
O=C(O)CCCCCN=C1CCc2ccccc2N1	i	/	-0.46
COc1ccc(C(=O)C2CCCN(C(=O)c3ccnn3C)C2)c(C)c1 (configuration not stated)	i	0.1	1.2
N#Cc1cccc(CN2CCC(=O)N([C@H](CO)Cc3ccccc3)CC2)c1	i	0.5	0
Cc1ccc(NC(=O)CC2SC(=NC3CCCCC3)NC2=O)cc1 (configuration not stated)	i	-0.3	0.18
O=c1[nH][nH]c(C(F)(F)F)c1C=Nc1ccc(Cl)cc1	i	1.5	-0.02
Cc1ccc(C(=O)N/N=C\c2cccn2C)cn1	i	0.4	0.86
CC(NC(=O)Nc1ncccn1)(C(F)(F)F)C(F)(F)F	i	-0.3	-0.04
Cc1ccnc(NC(=O)CCC(=O)N(CC(=O)NCc2ccccc2)Cc2cccs2)c1	i	-0.2	-1.2
C=C(C)CN(CC)C(=O)CN1C(=O)NC2(CCCc3ccccc32)C1=O (configuration not stated)	i	0.8	0.57
CCCn1c(SCC(=O)N2CC(=O)Nc3ccccc32)nc2ccccc21	i	-2.5	-6.9*
O=C(NC1CC1)C1CCCN(C(=O)NC2CCCCC2)C1 (configuration not stated)	i	-4.6	1.1
[N-]=[N+]=NC[C@H](Cc1ccccc1)N1CCN(Cc2ccccc2)CCC1=O	i	-0.3	-0.01
COc1c(C)cc(Br)cc1C(=O)Nc1cccc(NC(=O)c2ccco2)c1	i	-1.0	-0.29
CCOC(=O)C1(C)NC(c2ccc(OC)cc2OC)C2C(=O)N(c3cccc(OC)c3)C(=O)C21 (configuration not stated)	i	-0.6	-0.87
C=CCOC(=O)C1=C(C)Nc2nnnn2C1c1cccc(OC)c1OC (configuration not stated)	i	0.0	0.17
COC(=O)c1c(NC(=O)c2ccc(N(C)S(=O)(=O)c3ccc(C)cc3)cc2)sc2c1CCCC2	i	-0.8	0.64
COCc1cc(C)nc(Sc2nc3c(c(=O)n(C)c(=O)n3C)n2C)c1C#N	i	/	-0.79
Cc1cc(C)c(S(=O)(=O)N2CCCCC2CCNC(=O)C(=O)NCC2CCCO2)c(C)c1 (configuration not stated)	i	-2.4	-2.1
CN(C(=O)c1cccc(NC(=O)Cc2ccccc2)c1)c1ccccc1	i	-4.6	-0.58
O=C1C2C3C=CC(C2C(=O)N1c1ccc(O)cc1)C1C2C(=O)N(c4ccc(O)cc4)C(=O)C2C31 (configuration not stated)	i	-0.7	-0.04
COc1ccc(OC)c(NC(=S)NCc2cccnc2)c1	i	-0.1	-0.07
COc1ccc(CCNC(=O)Cn2c(=O)n(CCCC(=O)NCc3ccco3)c(=O)c3sccc32)cc1OC	i	-1.4	-0.07
O=C1CC(SC2=NCCS2)C(=O)N1c1cccc(Cl)c1Cl (configuration not stated)	i	-0.1	1.7
Cc1[nH]c(=S)c(C#N)c(C)c1CCC#N	i	-4.1	1.7
O=C(CSc1nnc(COc2ccc(Br)cc2)o1)NC1CCCCC1	i	0.4	0.34
C[C@@H](NC(=O)c1nc[nH]c1C(=O)NCC(=O)OC(C)(C)C)c1ccccc1	i	-0.3	-1.7
O=C(COC(=O)C1CC2C=CC1C2)Nc1cccc(S(=O)(=O)N2CCCCCC2)c1 (configuration not stated)	i	-2.5	0.26
Cc1ccccc1NC(=O)CCC(=O)N/N=C/c1ccc(F)cc1	i	-0.7	0.35
Cc1cccc(NC(=S)N/N=C2\CC(C)(C)Oc3ccc(O)cc32)c1	i	-0.8	-0.88
CCN(CC)C1CCN(C(=O)c2ccc(OC3CCN(CCc4ccccc4)CC3)cc2)C1 (configuration not stated)	i	-1.4	-1.4
COc1ccc(-c2nc(C(=O)NCCCN3CCOCC3)cc3c2[nH]c2ccccc23)cc1OC	i	3.0	-0.85
CCNc1nnc(-c2ccncc2)s1	i	0.6	0.84
O=C(CCCn1cc([N+](=O)[O-])cn1)NC1CCCCCC1	i	-3.0	0.95
CC1CCCN(S(=O)(=O)c2coc(C(N)=O)c2)C1 (configuration not stated)	i	-1.2	-0.4
CN(Cc1ccon1)C(=O)CC1C(=O)NCCN1Cc1ccccc1C(F)(F)F (configuration not stated)	i	/	-0.27
COCCCN(CC(=O)O)S(=O)(=O)c1cccc(Cl)c1	i	0.1	1.2
CS(=O)(=O)Cc1ccc(C(=O)N2CCCC2c2cccs2)cc1 (configuration not stated)	i	11	-0.67
O=C(O)c1cccc(S(=O)(=O)NCCc2ccccc2)c1	i	0.0	0.97
C=CCNc1nc(C)nc(OC)n1	i	-0.2	0.47
CC(=O)c1c(C(C)=O)c(C)n(C2CCCCC2)c1C	i	-0.7	0.34
CC1C/C(=N\NC(=O)CCc2ccc(S(=O)(=O)N3CCOCC3)cc2)CC(C)(C)C1 (configuration not stated)	i	-0.6	1.2
Cc1cc(C)n(/N=C/c2cccs2)c(=O)c1C#N	i	-0.4	0.14
Cc1csc(=Nc2ccccc2)n1CCO	i	-0.8	-0.08

Next part
SMILES	KCNQ2 block	STK33 inh	Kir21 inh
COc1ccccc1NC(=O)Cn1c(=O)n2nc(C)nc2c2ccccc21	i	-1.3	-0.53
O=C(CSc1nnc2ccccn12)Nc1ccc2c(c1)OCO2	i	-1.9	1.1
CCN(CC(=O)Nc1c(F)cccc1F)C(=O)/C=C/c1cn(Cc2ccccc2)nc1-c1cccnc1	i	-0.9	-0.54
Cc1ccc(-n2nc(C)c3c(=O)[nH]c(C(F)(F)F)nc32)cc1	i	-1.5	0.66
CC(C)Cn1cnc2c(c1=N)C(c1ccccc1)C1=C(CC(C)(C)CC1=O)O2 (configuration not stated)	i	-0.9	-0.46
O=C(N/N=C/c1cccc(Oc2ccccc2)c1)c1ccccc1Br	i	0.0	-1.9
S=c1[nH]nc(COc2ccccc2)n1/N=C/c1ccccn1	i	0.7	0.07
CC(=O)N1CCC2(CC1)C/C(=N\NC(=S)Nc1ccccc1C)c1cc(O)ccc1O2	i	-0.4	-0.89
O=C1C(=O)N(c2ccccn2)C(c2ccc(F)cc2)/C1=C(/O)c1ccc(Br)cc1 (configuration not stated)	i	-0.4	0.91
O=C(NCc1ccco1)Nc1ccc([N+](=O)[O-])cc1	i	1.3	-1.3
O=C(CSc1nnc(C2CC2)n1Cc1ccccc1)Nc1cccnc1Cl	i	-0.1	2.5
O=C1c2ccccc2S(=O)(=O)N1CC(O)COc1ccc(Br)cc1 (configuration not stated)	i	-2.1	-0.87
COc1ccc(/C=C2\SC(=O)N(CCNC(=O)C3CC(=O)N(c4ccccc4)C3)C2=O)cc1 (configuration not stated)	i	-0.4	-0.32
O=S(=O)(c1cccc2c(S(=O)(=O)N3CCCC3)cccc12)N1CCCC1	i	-1.9	-0.79
CCN(CC(=O)Nc1c(F)cccc1F)C(=O)c1ccc(N2CCCC2)c([N+](=O)[O-])c1	i	-1.9	-1.9
O=C(c1ccc2c(c1)OCCO2)C1CCN(S(=O)(=O)c2cccc(F)c2)CC1	i	0.2	-0.04
CC(=O)C(=Nc1ccc(Cl)cc1Cl)NNc1cccc(Cl)c1	i	0.1	-0.1
CC1CCCCN1C(=O)c1ccc(OC2CCN(S(=O)(=O)N(C)C)CC2)cc1 (configuration not stated)	i	-0.9	0.32
CCn1c(SCC(=O)Nc2nccs2)nnc1-c1cccnc1	i	-0.2	-0.14
CCC(C)c1ccc(O)c(NC(=S)NC(=O)c2cccnc2)c1 (configuration not stated)	i	-1.2	0.06
CC(=O)NCC1CCCN(C(=O)c2ccc(OC3CCN(Cc4ccccn4)CC3)cc2)C1 (configuration not stated)	i	/	-0.69
COc1cccc(CNC(=O)C2CCCN(S(=O)(=O)N3CC(C)CC(C)C3)C2)c1 (configuration not stated)	i	-0.4	1.2
CC(=O)Nc1ccc(NC(=O)c2ccc3c(c2)C(=O)N(c2ccccc2C)C3=O)cc1	i	-1.2	-0.4
CC(=O)Nc1ccc(NC(=O)Cn2nc([N+](=O)[O-])c(Br)c2C)cc1	i	-1.3	-0.56
O=C(NCC1CCCO1)/C(=C\c1ccccc1F)NC(=O)c1ccccc1 (configuration not stated)	i	-12	-0.39
CCCC(=O)Nc1ccc(NC(=O)c2cccs2)cn1	i	-1.2	1.1
O=C(NNC(=O)c1cc(Cl)nc2ccccc12)c1ccccc1F	i	-0.9	0.9
Cc1cc(C)cc(NC(=O)CSc2nccn2Cc2ccco2)c1	i	0.4	0.77
Cc1ccccc1NS(=O)(=O)c1ccc2c3c(cccc13)C(=O)N2C	i	-0.8	-0.03
CCOc1ccccc1NS(=O)(=O)c1ccc2c(c1)NC(=O)CCS2	i	-0.3	-1.5
Cc1ccc(NC(=O)CS(=O)CC(=O)N2CCN(c3ccccc3)CC2)cc1 (configuration not stated)	i	0.2	-0.34
N#CCC(=O)Nc1ncn(Cc2ccccc2Cl)n1	i	-0.5	1.4
NC(=O)CC(CC(=O)OCc1ccccc1)c1ccccc1 (configuration not stated)	i	-1.0	0.97
COc1ccc(C(=O)NCCc2c[nH]c3ccc(OC)cc23)cc1	i	-2.7	1.7
COc1ccc(-c2cc3ccccc3n2CC(O)Cn2nc(C)cc2C)cc1 (configuration not stated)	i	-1.4	-3.2
O=C(N/N=C/c1ccco1)c1ccc2nc[nH]c2c1	i	5.3	0.73
COc1cccc(C2C(C#N)=C(C)NC3=C2C(=O)CC(C)(C)C3)c1 (configuration not stated)	i	-0.5	-2.3
O=C(/C=C\NCC(=O)c1ccccc1)c1ccc2ccccc2c1	i	-0.3	-0.4
CCOC(=O)C(CCc1nnc(N)s1)C(=O)OCC	i	-0.4	0.08

Given with values ahead of the structure: 18 of the compounds above
KCNQ2 block | STK33 inh | Kir21 inh | Structure
i | -0.2 | -0.14 | CCn1c(SCC(=O)Nc2nccs2)nnc1-c1cccnc1
i | -1.2 | 0.06 | CCC(C)c1ccc(O)c(NC(=S)NC(=O)c2cccnc2)c1 (configuration not stated)
i | / | -0.69 | CC(=O)NCC1CCCN(C(=O)c2ccc(OC3CCN(Cc4ccccn4)CC3)cc2)C1 (configuration not stated)
i | -0.4 | 1.2 | COc1cccc(CNC(=O)C2CCCN(S(=O)(=O)N3CC(C)CC(C)C3)C2)c1 (configuration not stated)
i | -1.2 | -0.4 | CC(=O)Nc1ccc(NC(=O)c2ccc3c(c2)C(=O)N(c2ccccc2C)C3=O)cc1
i | -1.3 | -0.56 | CC(=O)Nc1ccc(NC(=O)Cn2nc([N+](=O)[O-])c(Br)c2C)cc1
i | -12 | -0.39 | O=C(NCC1CCCO1)/C(=C\c1ccccc1F)NC(=O)c1ccccc1 (configuration not stated)
i | -1.2 | 1.1 | CCCC(=O)Nc1ccc(NC(=O)c2cccs2)cn1
i | -0.9 | 0.9 | O=C(NNC(=O)c1cc(Cl)nc2ccccc12)c1ccccc1F
i | 0.4 | 0.77 | Cc1cc(C)cc(NC(=O)CSc2nccn2Cc2ccco2)c1
i | -0.8 | -0.03 | Cc1ccccc1NS(=O)(=O)c1ccc2c3c(cccc13)C(=O)N2C
i | -0.3 | -1.5 | CCOc1ccccc1NS(=O)(=O)c1ccc2c(c1)NC(=O)CCS2
i | 0.2 | -0.34 | Cc1ccc(NC(=O)CS(=O)CC(=O)N2CCN(c3ccccc3)CC2)cc1 (configuration not stated)
i | -0.5 | 1.4 | N#CCC(=O)Nc1ncn(Cc2ccccc2Cl)n1
i | -1.0 | 0.97 | NC(=O)CC(CC(=O)OCc1ccccc1)c1ccccc1 (configuration not stated)
i | -2.7 | 1.7 | COc1ccc(C(=O)NCCc2c[nH]c3ccc(OC)cc23)cc1
i | -1.4 | -3.2 | COc1ccc(-c2cc3ccccc3n2CC(O)Cn2nc(C)cc2C)cc1 (configuration not stated)
i | 5.3 | 0.73 | O=C(N/N=C/c1ccco1)c1ccc2nc[nH]c2c1
